# GLA spleen mod: qHTS Assay for Inhibitors and Activators of Human alpha-Galactosidase From Spleen Homogenate; 0.008% of 240,000 active; human spleen homogenate, 4MU-alpha-Gal fluorescence, 40 min; Potency, µM (doses to about 80 µM), for the others: at the top dose activity change, negative = inhibition, hits mostly inhibitors; Alpha-galactosidase A (Homo sapiens), P06280; AID 2107, 2009;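 further: potency means the concentration at half of the fitted maximal effect; 0% = enzyme with vehicle and -100% = no enzyme basal signal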
# Target sequence (P06280 32-429 limits assumed): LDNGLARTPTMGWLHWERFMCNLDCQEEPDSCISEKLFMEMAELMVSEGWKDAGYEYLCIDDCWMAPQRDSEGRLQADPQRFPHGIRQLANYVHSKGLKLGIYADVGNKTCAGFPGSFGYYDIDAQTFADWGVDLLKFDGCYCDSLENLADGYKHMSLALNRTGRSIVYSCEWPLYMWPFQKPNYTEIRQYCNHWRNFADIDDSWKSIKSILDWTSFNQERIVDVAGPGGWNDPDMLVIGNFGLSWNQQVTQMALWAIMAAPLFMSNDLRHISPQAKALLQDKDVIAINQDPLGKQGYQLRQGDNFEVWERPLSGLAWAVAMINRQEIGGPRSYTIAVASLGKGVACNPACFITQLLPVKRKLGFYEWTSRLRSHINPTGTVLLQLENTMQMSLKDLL
#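 Human spleen homogenate (1 ug) as enzyme source, 4-methylumbelliferyl-alpha-D-galactopyranoside 1 mM final, citrate/phosphate pH 5.0 with 0.01% Tween-20. Compounds 40 min at 37C, NaOH/glycine stop; fluorescence Ex 365/Em 440, Hill-fit AC50.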
# Lamin A splicing: qHTS Assay for Modulators of Lamin A Splicing. HeLa LMNA splicing GFP/RFP minigene ratio, 48 h. Potency, µM (highest dose often 46.1 µM), without a hit: top-dose ratio change, negative = inhibition, usual class: inhibitors. 0.01% of 200,000 active. AID 1487, 2009; active means well fitted inhibition curve with a large enough effect in the signal ratio, with a control signal flat, not every such curve was filed as active; inconclusive means small, poorly fitted or top-dose-only effect, or effect the other way, or a change in a side signal; the % refers to the signal ratio; further: potency means the concentration at half of the fitted maximal effect; on the % scale 0 is the no-effect control and ±100 the full control effect
#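 Read-out is the ratio of GFP to DsRed2 object intensity, acquired by 488 nm laser-scanning cytometry on HeLa lamin A-EGFP minigene reporter cells. Compound incubation 48 hrs at 37 °C in Opti-MEM with 2% FBS; DMSO 0.5% final.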
# Epigenetic reg: Quantitative High-Throughput Screen for Regulators of Epigenetic Control; Potency, µM (doses to about 53.9 µM), without a hit: at the top dose GFP activation, usual class: activators; murine LDR cells, GFP reporter derepression, 30 h; 0.2% of 280,000 active; further: potency means the concentration at half of the fitted maximal effect; % of control where 0% means no effect; nearly all actives have a fitted effect of over 60% in size
#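 Readout is the number of GFP-expressing murine LDR cells, counted by cytometry following washing. Cells were treated with compound for 30 h at 37 C; the stably integrated CMV-GFP locus is normally silent.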
# NPSR antag: qHTS Assay for Antagonists of the Neuropeptide S Receptor: cAMP Signal Transduction. Q6W5P4. 1% of 220,000 active. AID 1461, 2008. Potency, µM (highest dose often 38.3 µM), inactives show at the highest dose activity change, negative = inhibition, hits mostly inhibitors. CHO-NPSR cells, cAMP TR-FRET, antagonist mode; further: potency means the concentration at half of the fitted maximal effect; on the % scale 0 is the no-effect control and ±100 the full control effect; nearly all actives have a fitted effect of over 50% in size; many of its hits are not listed in these tables
# Target sequence (Q6W5P4 whole entry, looked up): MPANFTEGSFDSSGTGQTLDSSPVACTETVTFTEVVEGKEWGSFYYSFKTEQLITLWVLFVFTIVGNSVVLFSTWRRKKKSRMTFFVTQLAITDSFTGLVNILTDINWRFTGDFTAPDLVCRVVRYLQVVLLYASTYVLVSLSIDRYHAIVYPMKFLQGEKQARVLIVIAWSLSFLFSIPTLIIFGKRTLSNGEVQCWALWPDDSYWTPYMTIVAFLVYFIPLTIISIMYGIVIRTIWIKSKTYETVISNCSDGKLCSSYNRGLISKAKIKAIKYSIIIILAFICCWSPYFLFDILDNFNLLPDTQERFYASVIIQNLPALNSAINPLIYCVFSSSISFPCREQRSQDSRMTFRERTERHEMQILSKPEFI
# IMPase Li cell: qHTS Assay for Identifying the Cell-Membrane Permeable IMPase Inhibitors: Potentiation with Lithium; CHO-M1 cells, IP1 TR-FRET (IP-One), carbachol + lithium; Potency, µM (top dose mostly 59.4 µM), for the others: at the highest dose activity, negative = IMPase inhibition, usual class: inhibitors; 0.35% of 210,000 active; AID 1457, 2008;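 further: IP1 builds up when IMPase is blocked and the TR-FRET signal falls; potency means the concentration at half of the fitted maximal effect; plate controls were basal vehicle for no effect and high inhibitor control for full effect; nearly all actives have a fitted effect of over 50% in size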
#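 CHO-M1, 2000 cells/well, 16–30 h culture; cpd + low Li+, 30 min 37C; lysis with d2-IP1/Eu-anti-IP1 Ab, 10 min RT; TR-FRET 665/620 ratio and 620 channel; AC50 via Hill.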
# KinaseGlo FLuc: Counterscreen for Luciferase (Kinase-Glo TM) Inhibition | Luciferin 4-monooxygenase (Photuris pensylvanica), Q27757 | Kinase-Glo luciferase, ATP luminescence, 8 min | Potency, µM (doses to about 38.3 µM), for the others: top-dose activity change, negative = inhibition, usual class: inhibitors | 0.28% of 200,000 active; further: potency means the concentration at half of the fitted maximal effect; on the % scale 0 is the no-effect control and ±100 the full control effect; nearly all actives have a fitted effect of over 60% in size
#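 Light output from Kinase-Glo luciferase with luciferin and 10 uM ATP in 50 mM imidazole pH 7.2, KCl, MgCl2, Tween 20, BSA; compound pin-delivered, 8-min ambient incubation, then luminescence read.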
# CBFb-RUNX1 inh: qHTS Assay for Compounds Blocking the Interaction Between CBF-beta and RUNX1 for the Treatment of Acute Myeloid Leukemia; Runt-related transcription factor 1 (Homo sapiens) + Core-binding factor subunit beta …; AlphaScreen CBFb-His/RUNX1-biotin binding, biochemical; Potency, µM (top dose mostly 59.8 µM), for inactives: top-dose activity, negative = inhibition, hits mostly inhibitors; 230,000 tested, under 10 active; further: % of control where 0% means no effect
#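 AlphaScreen proximity signal reports loss of binding between His-tagged CBF-beta and biotin-labelled RUNX1, each at 30 nM. Proteins are pre-associated for 20 minutes, compounds added for 15 minutes, then beads for 90 minutes, all at ambient temperature.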
# An asterisk follows results filed as active; ? = inconclusive; . = not tested or not shown; & = joins results of further samples; [ ] = another dose, or the depositor's remark. Unless noted, the call rests on the fitted dose curve; in most records, active means well fitted curve in the direction sought with a large enough effect; inconclusive means small, poorly fitted or top-dose-only effect, or another doubt; inactive means no such curve, though single readings can be large; an effect the other way counts as inactive or inconclusive. The list is partial (hit frequency here may not be typical).
SMILES,GLA spleen mod,Lamin A splicing,Epigenetic reg,NPSR antag,IMPase Li cell,KinaseGlo FLuc,CBFb-RUNX1 inh
Cc1nc2c(c(=O)n1Cc1ccco1)c1nc3ccccc3nc1n2Cc1ccccc1,14.9%,3.6%,?,?,23.4%[38.3 µM],1.4%,-7.0%
CC(OC(=O)C1=COCCO1)C(=O)Nc1ccccc1C#N (centres undefined),-3.4%,7.4%[46 µM],-0.5%,6.6%,5.5%,4.8%,14.8%
COc1ccc(NS(=O)(=O)c2ccc(O)c(C(=O)OCC(=O)Nc3ccc4c(c3)OCCO4)c2)cc1,-11.4%,-3.2%,-1.5%,-10.6%,-7.1%,2.7%,-19.9%
CCCS(=O)(=O)N1CCC(Cc2ccc(OC)cc2)(C(=O)OCC)CC1,-2.6%,?,0.2%,-9.8%,11.1%,-2.5%,3.9%
O=C(CNS(=O)(=O)/C=C/c1ccccc1)OC1CCOC1=O (centres undefined),-3.5%,-4.1%[46 µM],-0.2%,2.2%,14.3%,-1.5%,7.9%
Cc1cccc(C)c1NC(=S)N(Cc1ccccc1)Cc1cccs1,5.1%,.,-0.1%,-35.7%,5.5%,-1.6%,2.1%
Cc1ccc(C)c(S(=O)(=O)N/N=C/c2ccc(C(=O)O)cc2)c1,5.9%,4.8%,-0.9%,10.3%,-0.8%,0.6%,-1.2%
COc1cccc(CNc2ncc(Br)cc2Br)c1O,6.9%,?,-1.7%,10µM*,3.6%[38.3 µM],-0.6%,0.2%
CCO/N=C(\C)c1c(O)c(CC)c(-c2ccccc2)n(-c2ccccc2)c1=O,-3.1%,-8.5%,-2.6%,8.4%[46.1 µM],-0.7%,-2.4%,28.2%
Cc1nc2ccc(NC(=O)Cc3ccsc3)cc2s1,-0.4%,5.4%,-3.0%,-10.0%[46.1 µM],-2.8%[38.3 µM],0.6%,-2.5%
CCc1ccc(-c2nnn(Cc3nc4ccccc4s3)n2)cc1,6.4%,?,-1.1%,?,31.8%[activator][38.3 µM],-0.6%,?
COc1ccc(CNC(=O)c2ccc(N3CCOCC3)c([N+](=O)[O-])c2)cc1,-5.1%,.,-0.1%,-6.2%,0.6%,-0.4%,-20.8%
Cn1cnnc1-c1cccc(NC(=O)c2cc(F)c(F)cc2Cl)c1,-4.8%,?,3.4%,3.2%,7.7%,0.6%,2.0%
CCOC(=O)Cc1csc(NC(=O)CSc2nnc(C(C)C)n2CC)n1,4.7%,-8.3%,3.5%,12.1%[46.1 µM],3.7%,0.4%,12.5%
C[C@H]1C2=C3C(CC[C@H]4C(OCc5ccc(F)cc5C(F)(F)F)OC[C@](C)([C@@H]34)N(C(=O)OC(C)(C)C)C2)C2COC(=O)OCC21 (some centres undefined),-9.4%,.,-0.5%,.,-11.2%,-0.5%,12.5%
COc1cccc(-n2c(COc3ccc(C)cc3)nnc2SCC(N)=O)c1,4.1%,7.8%,2.4%,?,-2.5%[38.3 µM],-2.9%,1.0%
Cc1oc2cc(OC(C)C(=O)O)ccc2c(=O)c1Oc1ccccc1 (centres undefined),-9.9%,8.5%,-1.0%,1.8%[46.1 µM],9.0%[38.3 µM],2.3%,6.5%
COc1ccc(C2CC(=O)Oc3c(C(CCN4CCCC(C)C4)c4ccc(N(C)C)cc4)c(OC)cc(OC)c32)cc1 (centres undefined),-0.6%&-1.4%,.,0.0%,-41.4%,.,.,?
COc1cccc(NC(=O)C(OC(=O)c2ccc([N+](=O)[O-])o2)c2ccccc2)c1 (centres undefined),-1.9%,7.3%,0.0%,4.3%,7.1%,0.3%,0.4%
Cc1[nH]n(-c2ccc([N+](=O)[O-])cc2)c(=O)c1C=NCCc1ccc(S(N)(=O)=O)cc1,-7.4%,.,2.8%,-10.2%,6.0%,-8.7%,7.9%
CC1=CC(C)(C)n2c(O)c(N=N)c3c(C)ccc1c32,2.8%,.,-2.7%,-38.8%,.,.,-1.9%
COc1ccc2c(c1)c(=O)oc1cc3occ(C(C)(C)C)c3cc12,7.4%,6.5%,-2.5%,-6.4%[46.1 µM],15.0%[38.3 µM],-3.6%,6.5%
COC(=O)C1=C(N)Oc2cc(N(C)C)ccc2C1c1ccccc1OC (centres undefined),8.3%,?,0.0%,?,19.8%[38.3 µM],0.0%,-25.2%
CCC(C)(C)NC(=O)C(c1cccn1C)N(C(=O)Cn1nnc2ccccc21)c1ccccc1OC (centres undefined),-6.8%,3.5%,-0.7%,-19.8%[46.1 µM],7.6%[38.3 µM],0.2%,-3.4%
CCCCNC(=O)COC(=O)CCC(=O)c1ccc(Cl)cc1,-14.2%,?,5.1%,-1.3%,-1.1%,1.5%,19.9%
O=C(c1cccn2c(=O)c3ccccc3nc12)N1CCN(Cc2ccc3c(c2)OCO3)CC1,13.6%,1.9%,-3.5%,-1.3%[46.1 µM],-25.9%[38.3 µM],1.4%,6.3%
O=C(CCN1CCN(S(=O)(=O)c2ccc(Br)cc2)CC1)Nc1ccccc1F,-3.7%,15.3%[46 µM],-4.6%,-50.0%,6.9%,1.8%,-1.4%
Cc1ccc(CC(=O)Nc2nc3c(s2)CCCC3)cc1,5.5%,?,0.1%,-10.9%[46.1 µM],25.4%[38.3 µM],-2.0%,-5.3%
c1cnc(N2CCN(Cc3ccc4c(c3)OCO4)CC2)cn1,0.2%,-9.9%[46 µM],1.1%,0.7%,10.4%,0.1%,-2.6%
Cc1ccc(Cc2nc(-c3cccnc3)no2)cc1,-6.5%,-19.1%,1.5%,14.7%,-12.7%,-0.9%,-3.6%
CC(C)C[C@@H](CC(=O)N[C@@H](CCC(=O)O)CC(=O)O)NC(=O)[C@@H]1CCCC[C@H]1NC(=O)C[C@H](CCCN)NC(=O)C[C@H](Cc1c[nH]c2ccccc12)NC(=O)[C@@H]1CNCC[C@H]1N,-11.2%,.,-0.3%,.,3.8%,0.6%,6.1%
O=c1cc(-c2ccccc2)oc2cc(O[C@@H]3O[C@H](CO)[C@@H](O)[C@H](O)[C@H]3O)c(O)c(O)c12,-5.4%,.,-2.7%,.,-26.7%,1.2%,3.9%[21.7 µM]
CCN1CCc2nc(NC(=O)CC(c3ccccc3)c3ccccc3)sc2C1,-4.2%,-12.4%,-1.1%,?,2.5%[38.3 µM],0.8%,-6.2%
Cn1nnc(-c2ccc(OCc3ccccc3F)cc2)n1,-9.2%,15.5%,-0.8%,-15.5%[46.1 µM],7.3%[38.3 µM],-23.7%,16.1%
CCOC(=O)/C=C/C(=O)OCC(=O)NCc1ccccc1,7.3%,-23.5%,0.0%,19.0%,-4.1%,3.4%,0.2%
O=C(COC(=O)c1oc2ccccc2c1CSc1ccc(Cl)cc1)NC1CCCC1,-17.0%,-7.7%,4.4%,-42.0%,12.5%,0.1%,?
O=C(CCCCCCN1C(=O)c2ccccc2C1=O)NC1CCCCC1,-4.1%,-7.8%,-2.2%,-23.4%[46.1 µM],8.5%,7.8%,4.7%
COc1cc(OC)c(NC(=O)c2ccc(Br)o2)cc1Cl,1.6%,5.5%,2.5%,?,1.2%[38.3 µM],-4.8%,5.3%
COc1cccc(NC(=S)N(Cc2ccc(C(=O)O)cc2)Cc2ccc(OC)c(OC)c2)c1,-13.5%,.,-0.2%,-10.4%,2.9%,.,5.0%
CCc1cccc(OCCCCN(CC)CC)c1,1.6%,15.5%,-0.7%,8.3%[46.1 µM],23.2%[38.3 µM],-2.3%,3.6%

# As entered above.
# In KinaseGlo FLuc, O=C(CCCCCCN1C(=O)c2ccccc2C1=O)NC1CCCCC1 has the entry 7.8%
# In Epigenetic reg, CCc1cccc(OCCCCN(CC)CC)c1 has the entry -0.7%
# In NPSR antag, O=C(c1cccn2c(=O)c3ccccc3nc12)N1CCN(Cc2ccc3c(c2)OCO3)CC1 has the entry -1.3%[46.1 µM]

# Later entries:
SMILES,GLA spleen mod,Lamin A splicing,Epigenetic reg,NPSR antag,IMPase Li cell,KinaseGlo FLuc,CBFb-RUNX1 inh
Cc1cc(C)nc(N2CCCC(C(=O)NCCC3=CCCCC3)C2)n1 (centres undefined),0.9%,4.3%,-4.1%,-1.0%[46.1 µM],.,.,2.0%
O=C(NC(Nc1nc2ccccc2s1)(C(F)(F)F)C(F)(F)F)c1ccccc1,-3.3%,7.6%,-3.1%,-13.8%[46.1 µM],54.5%[activator][38.3 µM],0.9%,-1.9%
Cc1csc(NC(=O)CSc2ccc3nnc(CCNS(=O)(=O)c4ccccc4)n3n2)n1,-21.4%,0.6%,-2.0%,13.7%,5.0%,-2.1%,0.0%
c1cn2c(Nc3ccc4c(c3)OCCO4)c(-c3ccc(N4CCOCC4)cc3)nc2cn1,7.2%,.,-2.8%,-13.2%,.,.,-11.9%
N#CCSc1ccsc1C(=O)Nc1ccc(F)cc1,?,-0.8%,0.0%,19.1%[46.1 µM],16.4%[38.3 µM],-5.3%,-17.7%
CCCCCCCCCC(=O)NNC(=O)c1c(O)c2ccccc2n(CC)c1=O,-3.6%,.,0.0%,18.9%,1.4%,-3.1%,8.0%
O=C(N/N=C/c1ccccc1OC(F)F)NC1CCCCC1,5.7%,.,0.9%,-18.4%,.,.,0.8%
COc1cc(/C=C2\C(=O)ON=C2c2ccccc2)cc(OC)c1OC,-13.5%,12.1%,14.9%,-29.9%[46.1 µM],0.9%[38.3 µM],-1.2%,-3.6%
Cc1ccc(C)c(OCCn2cc(C(=O)O)c3ccccc32)c1,1.5%,.,-0.1%,-19.6%,12.6%,3.5%,-4.0%
Cc1ccccc1NC(=O)C(=O)NC(C)CCc1ccccc1 (centres undefined),8.2%,4.3%,0.0%,-4.4%,1.4%,-1.2%,-9.5%
O=C(CSc1cccc[n+]1[O-])Nc1ccccc1Oc1ccccc1,-5.7%,.,?,?,1.2%,-2.2%,-3.4%

# Two entries picked at random from the list so far:
SMILES,GLA spleen mod,Lamin A splicing,Epigenetic reg,NPSR antag,IMPase Li cell,KinaseGlo FLuc,CBFb-RUNX1 inh
CCN1CCc2nc(NC(=O)CC(c3ccccc3)c3ccccc3)sc2C1,-4.2%,-12.4%,-1.1%,?,2.5%[38.3 µM],0.8%,-6.2%
CCc1cccc(OCCCCN(CC)CC)c1,1.6%,15.5%,-0.7%,8.3%[46.1 µM],23.2%[38.3 µM],-2.3%,3.6%

# Screening data from PubChem.
